PfHsp40 yeast = rescue of yeast from PfHsp40 toxicity, primary screen, S. cerevisiae, ATP luminescence | AID 504582, 2011 | 340,000 tested, 0.68% active | S. cerevisiae expressing PfHsp40, growth rescue | growth rescue, % at 12.5 µM; in the data active = growth rescue above about 28%, passing the limit was not always enough; inconclusive = no clear call, values can overlap the other calls;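 note: yeast W303a lacking pdr1 and pdr3 grown in galactose medium; growth measured after three days at 30 °C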
BoNT-A LC inh2 = BoNT/A light chain protease inhibitors, primary screen, biochemical, flow cytometry, MLPCN library; Botulinum neurotoxin type A light chain protease (Clostridium botulinum A str. ATCC 3502); multiplex microsphere protease substrate cleavage; inhibition, % at 10 µM; 360,000 tested, 0.17% active; AID 588499, 2011; note: plate controls were buffer without enzyme for full effect and enzyme alone for no effect
Vc quorum ag = inducers of Vibrio cholerae quorum light production without autoinducers, primary screen, BH1578 luxS cqsA deficient, single point; V. cholerae BH1578 lux reporter, luminescence, 6 h; activation, % at 18.7 µM; 350,000 tested, 0.16% active; AID 588436, 2011; in the data active = activation mostly above about 9.7%, no sharp cut-off; inconclusive = no clear call, values can overlap the other calls; inactive = mostly below about 3.7%; note: not every result past the cut was called active; inactives centre near 0; reference of the scale not given here
TcdB GH inh = TcdB glycohydrolase inhibitors, primary screen, biochemical, single point, plate reader. TcdB glycohydrolase enzymatic assay. Toxin B (Clostridioides difficile), P18177. 350,000 tested, 0.24% active. inhibition, % at 9.99 µM; in the data active = inhibition above about 10%
PriA SSB inh = inhibitors of Klebsiella pneumoniae PriA binding to SSB C-terminal tail, primary screen, biochemical, AlphaScreen; AlphaScreen SSBct-PriA binding, biotinylated peptide; inhibition, % at 33 µM; 430,000 tested, 0.6% active; in the data active = inhibition mostly above about 37%, no sharp cut-off; inactive = mostly below about 20%;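 note: plate controls were negative control peptide for no effect and reference peptide for full effect; strong numbers were not always called active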
Anthrax LF prot = Bacillus anthracis LF protease inhibitors, primary screen, biochemical, multiplex microsphere, MLPCN library. 360,000 tested, 0.12% active. inhibition, % at 10 µM. Lethal factor (Bacillus anthracis), P15917. multiplex microsphere protease cleavage assay. AID 588501, 2011; note: plate controls were buffer without enzyme for full effect and enzyme alone for no effect
Target sequence (P15917 whole entry, looked up): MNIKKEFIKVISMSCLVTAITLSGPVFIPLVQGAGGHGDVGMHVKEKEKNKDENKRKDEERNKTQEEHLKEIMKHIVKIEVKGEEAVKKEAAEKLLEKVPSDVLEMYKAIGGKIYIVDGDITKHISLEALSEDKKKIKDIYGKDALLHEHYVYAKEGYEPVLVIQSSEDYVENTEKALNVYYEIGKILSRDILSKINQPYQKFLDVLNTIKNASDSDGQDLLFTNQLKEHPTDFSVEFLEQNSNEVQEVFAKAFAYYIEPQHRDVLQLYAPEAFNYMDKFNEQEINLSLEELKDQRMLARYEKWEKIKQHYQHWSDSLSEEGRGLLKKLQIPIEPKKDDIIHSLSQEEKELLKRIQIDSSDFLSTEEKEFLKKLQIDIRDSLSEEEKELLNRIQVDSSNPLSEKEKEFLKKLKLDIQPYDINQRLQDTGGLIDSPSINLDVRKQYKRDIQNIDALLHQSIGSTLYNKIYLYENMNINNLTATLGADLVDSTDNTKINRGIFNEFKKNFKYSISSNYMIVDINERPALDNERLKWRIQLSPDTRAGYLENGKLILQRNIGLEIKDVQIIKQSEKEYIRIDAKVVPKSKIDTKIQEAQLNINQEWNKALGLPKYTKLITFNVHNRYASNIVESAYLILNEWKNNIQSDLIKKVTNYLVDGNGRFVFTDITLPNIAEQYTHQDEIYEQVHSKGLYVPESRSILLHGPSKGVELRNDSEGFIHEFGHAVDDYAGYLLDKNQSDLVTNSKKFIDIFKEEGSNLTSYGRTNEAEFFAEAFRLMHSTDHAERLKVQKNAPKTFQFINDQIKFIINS
Y pestis TopoI = Yersinia pestis topoisomerase I inhibitors, primary screen, biochemical, cleavage product accumulation, plate reader, single point; DNA topoisomerase I (Yersinia pestis CO92); Y. pestis Topo-I cleavage product accumulation; activity, % at 10 µM; 360,000 tested, 0.064% active; AID 504884, 2011; in the data active = activity above about 50%, passing the limit was not always enough; inconclusive = no clear call, values can overlap the other calls; note: inactives centre near 2
DUSP3 inh = VHR1 phosphatase inhibitors, primary screen, biochemical, absorbance, uHTS. Dual specificity protein phosphatase 3 (Homo sapiens), P51452. recombinant VHR phosphatase, pNPP absorbance. inhibition, % at 13.3 µM. 290,000 tested, 0.52% active. AID 1654, 2009; in the data active = inhibition above about 50%; note: some compounds called inactive have numbers as strong as hits
Target sequence (P51452 whole entry, looked up): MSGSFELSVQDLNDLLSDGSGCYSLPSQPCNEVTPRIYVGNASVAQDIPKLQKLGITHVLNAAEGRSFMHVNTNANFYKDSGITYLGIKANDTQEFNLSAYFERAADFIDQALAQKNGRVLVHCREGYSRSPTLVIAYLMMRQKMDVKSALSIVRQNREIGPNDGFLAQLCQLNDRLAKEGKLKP
3CLpro inhibitor = SARS-CoV 3CLpro protease inhibitors, primary screen, biochemical, quenched FRET | Replicase polyprotein 1ab (Severe acute respiratory syndrome coronavirus), P0C6X7 | recombinant SARS-CoV 3CLpro, quenched FRET peptide cleavage | inhibition, % at 6 µM | 290,000 tested, 0.14% active | AID 1706, 2009; in the data active = inhibition above about 12%
CCHFV vOTU inh = CCHFV vOTU protease inhibitors, primary screen, biochemical, Pep-AMC substrate, fluorescence; inhibition, % at 11.5 µM; Crimean-Congo hemorrhagic fever virus L polyprotein viral ovarian tumor (vOTU) protease …; 370,000 tested, 0.55% active; in the data active = inhibition above about 30%; note: 0% = vehicle wells with enzyme and 100% = no enzyme wells
* = called active by the depositor; i = inactive; ? = inconclusive; · = no result given; & = joins results of further samples. Cut-off read from the data, not from the text of the source, unless noted: active = inhibition above about 30%; inconclusive = no clear call, values can overlap the other calls; inactive = below that. The list is partial (hit frequency here may not be typical).

The line under a structure holds: PfHsp40 yeast	BoNT-A LC inh2	Vc quorum ag	TcdB GH inh	PriA SSB inh	Anthrax LF prot	Y pestis TopoI	DUSP3 inh	3CLpro inhibitor	CCHFV vOTU inh
> O=C(CNc1cccc(S(=O)(=O)N2CCOCC2)c1)Nc1cccc(Br)c1
 : -0.7	1.9	i	1.6	-6.7	-6.5	-10.3	·	·	8.6
> COC(=O)C(CCCN1C(=O)c2ccccc2C1=O)(NC(C)=O)c1nn[nH]n1 (stereo not drawn)
 : 0.4	0.4	-0.5	1.3	-19.9	-9.9	2.9	17.7	-1.0	-11.2
> Nc1cc(F)ccc1N1CCCCCC1
 : 0.9	6.0	-0.1	0.4	14.3	-12.9	3.2	12.3	-1.9	-3.6
> Cc1ccc(NC(=O)CCn2nc([N+](=O)[O-])cc2C)nc1
 : -0.4	-0.2	3.4	-8.9	-22.1	0.8	0.1	-1.5	-4.2	2.5
> CC(=O)N1CCC(C(=O)NCCOc2cccc(C)c2)CC1
 : -0.6	-2.6	-0.2	2.0	8.8	-1.5	0.6	12.5	0.6	3.6
> Cc1ccccc1-c1ccc(Nc2ccc(N3CCOCC3)cc2)nn1
 : 0.5	0.3	-0.6	·	56.6	-70.5	-0.8	10.2	-0.3	·
> CCOC(=O)c1cc2sccc2n1CC(=O)N1c2ccccc2CC1C (stereo not drawn)
 : -1.2	0.2	1.7	·	-1.5	-5.2	8.0	-15.9	4.2	-4.4
> Cc1c(C=O)c2ccccc2n1CCOc1ccccc1F
 : 0.4	-2.8	-0.8	0.6	-21.1	-4.9	-4.2	17.8	4.3	9.9
> O=C(COC(=O)c1ccc(F)cc1F)Nc1ccc(S(=O)(=O)N2CCOCC2)cc1
 : ·	0.3	-0.6	1.4	·	-0.9	0.2	·	·	-3.4
> Cc1cccc(OCCCCn2c(CO)nc3ccccc32)c1
 : 0.2	-0.4	1.4	1.2	-0.5	-2.3	28.6	-22.9	1.9	10.6
> C[C@@H]1CN([C@@H](C)CO)C(=O)CCCn2cc(nn2)CO[C@H]1CN(C)C(=O)c1cc(-c2ccccc2)on1
 : ·	-0.4	-2.4	-0.7&-0.2	·	-4.7	-0.2	·	·	-2.5
> Cc1cc(C)nc(NS(=O)(=O)c2ccc(NC(=O)C(C)C)cc2)n1
 : -1.2	-4.3	i	-12.0	-0.2	-5.4	2.5	24.0	0.6	8.8
> c1ccc2c(c1)COc1c3ncccc3nn1-2
 : ·	-0.3	i	0.2	·	-5.4	3.4	·	·	-23.7
> COc1ccc(C2=NOC(C)(c3nnc(-c4ccc(Cl)cc4)o3)C2)cc1 (stereo not drawn)
 : 3.3	-0.1	-0.8	0.8	-4.0	-5.3	5.3	·	·	-4.6
> COCc1cc(C)n(CC(=O)OC)c(=O)c1C#N
 : -1.5	-0.1	-0.3	1.5	-10.4	-0.6	3.3	6.0	-0.7	16.1

Continuation:
The line under a structure holds: PfHsp40 yeast	BoNT-A LC inh2	Vc quorum ag	TcdB GH inh	PriA SSB inh	Anthrax LF prot	Y pestis TopoI	DUSP3 inh	3CLpro inhibitor	CCHFV vOTU inh
> Cc1noc(C)c1S(=O)(=O)Nc1ccc2c(c1)C(=O)N([C@H](C)CO)C[C@@H](C)[C@@H](CN(C)Cc1ccc3c(c1)OCO3)O2
 : 0.9	-0.2	-1.0	0.9	-5.7	-7.2	16.0	·	·	9.8
> COc1cc(/C=C/C(=O)NC(=O)c2ccccc2O)ccc1O
 : 1.6	0.6	i	1.2	-10.1	-0.3	-11.9	5.4	3.7	16.8
> O=C(OCc1nnc(-c2ccc(Cl)cc2)o1)c1ccncc1
 : 0.8	1.2	i	·	-14.8	-4.5	8.7	44.4	-3.2	-40.2
> Cc1ccc(S(=O)(=O)NCC(=O)NCC(=O)NCCc2ccccc2F)cc1C
 : 0.4	0.1	i	0.3	2.1	-8.4	18.3	·	·	5.6
> CCOCCCNC(=O)C(NC(=O)c1ccc(NC(C)=O)cc1)c1ccc(Cl)cc1 (stereo not drawn)
 : -0.1	-0.4	0.2	-0.1	-4.1	1.5	4.9	8.4	-11.4	-4.6
> CCN1CCN(C(=O)COCc2cc(-c3ccc4c(c3)OCO4)on2)CC1
 : -1.2	-1.7	i	-0.6	-1.6	-0.6	2.1	12.5	3.6	-1.8
> Cc1cc(OCC(=O)NNC(=O)c2ccncc2)cc(C)c1Cl
 : 0.8	1.2	-0.2	0.6	-6.0	-0.1	0.1	-12.9	-8.9	-1.8
> O=C(/C=N/O)NCCCN1CCOCC1
 : 0.8	0.6	-0.1	·	·	0.4	-7.9	-12.5	3.6	-17.6
> NC(=O)c1ccc(-n2nnnc2SCC(=O)Nc2ccccc2F)cc1
 : -0.1	-1.1	8.3	0.7	-2.6	-16.2	6.4	·	-4.8	-10.6
> O=C(Nc1ccc(C(=O)N2CCCCC2)cc1)C1CCCCC1
 : 2.9	-1.5	3.1	·	-4.5	-1.5	5.6	5.0	-0.1	-4.9
> O=c1[nH]c(CNCc2cccnc2)nc2ccccc12
 : -0.5	-0.4	i	0.9	-0.7	-2.2	-13.2	12.1	3.5	7.8
> COc1ccccc1N=Cc1c(O)c2ccccc2oc1=O
 : 0.6	2.8	-0.2	·	-6.8	-3.9	-4.1	1.1	0.3	22.1
> OCC1CCCCN1CC(O)COC(c1ccc(F)cc1)c1ccc(F)cc1 (stereo not drawn)
 : -0.1	-3.1	i	0.2	-13.0	11.3	-5.9	-10.0	0.9	2.1
> COc1ccc(OCC(=O)Nc2c(C(=O)N(CCN(C)C)Cc3ccco3)oc3ccccc23)cc1
 : 2.0	-0.7	-0.2	0.7	0.9	-0.4	4.8	-12.2	3.6	1.8
> N#CC1=C(N)OC(c2ccccc2)=C(C#N)C1c1ccc2c(c1)OCO2 (stereo not drawn)
 : -2.8	1.1	5.0	·	3.5	-3.4	1.8	-3.9	-3.1	7.9

Next records.
The line under a structure holds: PfHsp40 yeast	BoNT-A LC inh2	Vc quorum ag	TcdB GH inh	PriA SSB inh	Anthrax LF prot	Y pestis TopoI	DUSP3 inh	3CLpro inhibitor	CCHFV vOTU inh
> CC1CN(Cc2ccccc2)C(=S)N(c2ccccc2)C1=O (stereo not drawn)
 : 0.4	0.3	i	1.8	-7.5	7.2	4.5	·	·	32.0*
> CN1C(=O)/C(=C/c2ccco2)SC1=Nc1cccc(C(=O)O)c1
 : 0.9	2.1	0.2	·	-12.3	7.6	6.1	28.6	1.8	·
> COc1ccc(-n2c(-c3ccc(Br)cc3)c[n+]3c2CCC3)cc1
 : 0.4	0.2	-0.8	2.3	-24.7	-4.8	8.3	17.9	-0.3	3.7
> Cc1ccc(-c2cc(C(=O)NCCCN3CCOCC3)c3ccccc3n2)cc1
 : 0.5	-0.1	-1.4	-0.6	5.8	?	13.5	·	·	-46.1
> O=C(/C=C/c1ccco1)N1CCc2ccccc21
 : -3.5	-0.9	-0.3	1.4	1.2	-2.9	2.9	25.9	-0.9	1.9
> O=C1c2ccc(-c3ccc(F)cc3OCc3ccccc3)cc2S(=O)(=O)c2cccc(C(=O)N3CCCC3)c21
 : 1.6	-0.2	i	·	13.8	4.0	?	·	·	·
> Cn1c(=O)oc2cc(S(=O)(=O)NC3CCN(Cc4ccccc4)CC3)ccc21
 : -0.4	0.3	-0.6	0.3	-12.7	-3.5	-4.1	-22.6	-0.6	7.7
> COc1cc(/C=C2\SC(c3ccc(C)cc3)=NC2=O)cc(OC)c1OC
 : -0.4	1.6	7.1	·	1.4	0.2	4.9	-0.9	-4.0	·
> O=S(=O)(c1ccc(Cl)nc1)N1CCCc2ccccc21
 : 0.5	-0.5	-0.3	·	-10.2	0.8	-4.1	-8.8	1.1	0.2
> CC1CN(c2ccc([N+](=O)[O-])c(N3CCCCC3)c2)CCN1 (stereo not drawn)
 : -0.8	-1.7	i	0.1	1.7	-11.7	-7.3	8.5	2.6	8.6
> Cc1ccc(N2CS(=O)(=O)/C(=C/N(C)C)C2=O)cc1
 : 1.3	2.8	i	·	-8.8	-0.3	-6.6	2.7	5.8	2.4
> CC(C)C(NC(=O)Cc1ccccc1)C(=O)N1CCN(c2cccc(Cl)c2)CC1 (stereo not drawn)
 : -0.2	-0.8	-0.4	0.7	-10.4	-3.0	9.8	·	·	23.1
> CCC(C)(C(=O)NC1CCCC1)N(Cc1cccs1)C(C)=O (stereo not drawn)
 : 0.4	0.1	i	·	-10.7	-0.7	2.0	35.2	3.5	6.3
> S=c1[nH]nc(-c2ccncc2)n1/N=C/c1cn(-c2ccccc2)nc1-c1ccccc1
 : ·	-4.8	i	0.2	·	9.5	17.4	-6.7	-1.3	-9.5
> O=S(=O)(c1ccccc1)C(/C=N\O)/C=C/c1ccccc1 (stereo not drawn)
 : -0.1	0.5	0.0	1.6	·	-0.6	-6.4	12.3	1.4	14.3
> O=C(N=C1SC2CS(=O)(=O)CC2N1c1ccc(F)cc1)C1CCCCC1 (stereo not drawn)
 : 1.1	-0.6	-0.9	0.7	5.0	-0.7	1.9	-30.6	-3.2	-4.0
> O=C1C(=O)N(CCCN2CCOCC2)C(c2ccc(Cl)cc2)/C1=C(\O)c1ccc2c(c1)OCCO2 (stereo not drawn)
 : -0.1	1.1	-2.7	0.6	·	-5.6	3.3	-7.2	-3.6	2.2

Filtered by structure, the compounds so far containing fluorine
The line under a structure holds: PfHsp40 yeast	BoNT-A LC inh2	Vc quorum ag	TcdB GH inh	PriA SSB inh	Anthrax LF prot	Y pestis TopoI	DUSP3 inh	3CLpro inhibitor	CCHFV vOTU inh
> Nc1cc(F)ccc1N1CCCCCC1
 : 0.9	6.0	-0.1	0.4	14.3	-12.9	3.2	12.3	-1.9	-3.6
> Cc1c(C=O)c2ccccc2n1CCOc1ccccc1F
 : 0.4	-2.8	-0.8	0.6	-21.1	-4.9	-4.2	17.8	4.3	9.9
> O=C(COC(=O)c1ccc(F)cc1F)Nc1ccc(S(=O)(=O)N2CCOCC2)cc1
 : ·	0.3	-0.6	1.4	·	-0.9	0.2	·	·	-3.4
> Cc1ccc(S(=O)(=O)NCC(=O)NCC(=O)NCCc2ccccc2F)cc1C
 : 0.4	0.1	i	0.3	2.1	-8.4	18.3	·	·	5.6
> NC(=O)c1ccc(-n2nnnc2SCC(=O)Nc2ccccc2F)cc1
 : -0.1	-1.1	8.3	0.7	-2.6	-16.2	6.4	·	-4.8	-10.6
> OCC1CCCCN1CC(O)COC(c1ccc(F)cc1)c1ccc(F)cc1 (stereo not drawn)
 : -0.1	-3.1	i	0.2	-13.0	11.3	-5.9	-10.0	0.9	2.1
> O=C1c2ccc(-c3ccc(F)cc3OCc3ccccc3)cc2S(=O)(=O)c2cccc(C(=O)N3CCCC3)c21
 : 1.6	-0.2	i	·	13.8	4.0	?	·	·	·
> O=C(N=C1SC2CS(=O)(=O)CC2N1c1ccc(F)cc1)C1CCCCC1 (stereo not drawn)
 : 1.1	-0.6	-0.9	0.7	5.0	-0.7	1.9	-30.6	-3.2	-4.0
